Ins promoter up – MIN6 insulin promoter up-regulation; MIN6 insulin promoter-GFP reporter, high-content imaging; active compounds read high; z-score at 5 µM; 0.3% of 190,000 active; AID 1625;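 active means z-score above 3 at 5 µM with at least 500 cells counted in the well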
P. falciparum M17LAP – P. falciparum M17LAP inhibitors, primary screen, biochemical, fluorogenic H-Leu-NHMec substrate, 1536-well (AID 1619) | recombinant M17LAP, H-Leu-NHMec fluorogenic kinetic assay; higher % means a stronger effect | inhibition, % at 30 µM, or IC50 in µM where a hit was titrated | 0.38% of 220,000 active;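 active means compound inhibiting the enzyme by more than half at any dose during confirmatory dose-response retesting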;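 further: plate controls were full reaction with DMSO carrier for no effect and no enzyme background for full effect; strong numbers were not always called active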
Lipid droplet – hepatic lipid droplet formation modulation | AML12 mouse hepatocytes, oleate lipid droplets, BODIPY imaging | inhibition, % at 6.5 µM | 0.4% of 240,000 active;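 active means lipid droplet intensity inhibited by at least 50%, with more than 500 cells counted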
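material = mouse AML12 hepatocyte cell line, fixed after treatment | also added = 100 µM oleic acid challenge | doses = compound at 6.5 µM only | schedule = overnight exposure | technique = Image-based BODIPY and DAPI two-channel analysis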
Yfh1-depleted yeast – enhancers of respiration in Yfh1-depleted yeast, dose response, Friedreich's ataxia, plus single-dose screen (AID 1465); S. cerevisiae Yfh1-off respiration, WST-1 reduction, 72 h; higher fold induction means a stronger effect; one-dose fold induction at 50 µM; EC50 in µM for titrated hits; 0.074% of 220,000 active;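 active means fold induction of absorbance versus untreated yeast above a set limit, then at least 30% activation at any dose in follow-up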;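 further: activators that raise dye reduction in frataxin-depleted yeast; strong numbers were not always called active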
Dynein transport – dynein cargo transport inhibition. 3617.4 mouse cells, GR-EGFP nuclear translocation imaging; test concentration mostly 20 µM; stimulated with dexamethasone, 1 µM; active compounds read low. z-score, hits read low. 0.47% of 220,000 active. AID 1381;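 active means plate z-score of nuclear minus cytoplasmic receptor signal below a set negative limit, without overly bright fluorescence or cell loss, cut at about -3.5 in these data, passing the limit was not always enough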;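 further: z-score of nuclear minus cytoplasmic ring GR-EGFP intensity difference per well; some compounds called inactive have numbers as strong as hits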
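Buffer or medium: tet-free, stripped-serum medium; reagent: dexamethasone at 1.0 µM final, 30 min; incubation: 48 h induction, 1 h compound, 30 min dex at 37 °C; measured by: formaldehyde fixation, Hoechst nuclear stain, 10x automated fluorescence imaging; read-out: nuclear-to-cytoplasmic GR-EGFP distribution per well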
M1AAP inhibition – malaria alanyl aminopeptidase activity blockers – biochemical, fluorogenic H-Leu-NHMec substrate, 1536-well (AID 1445) | inhibition, % at 30 µM; hits with a dose series show IC50 in µM | 0.42% of 220,000 active | recombinant M1AAP, H-Leu-NHMec fluorogenic kinetic assay; higher % means a stronger effect;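 active means primary inhibition above the hit cutoff, then over 50% inhibition at one or more dose response concentrations, cut at about 23% in these data, passing the limit was not always enough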;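 further: plate controls were DMSO full reaction for no effect and no enzyme background for full effect; strong numbers were not always called active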
MT stabilizer – stabilizes microtubules in HeLa cells. HeLa tubulin immunostaining HCS, 24 h; share of cells brighter than vehicle mean+2SD. % tubulin-high responders, % at 10 µM. 0.83% of 200,000 active;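 active means plate Z-score above 3 for both tubulin-high and condensed-nucleus cell shares, with cell loss under 80%, at 10 µM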;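 further: anti alpha tubulin signal scored within the nucleus-defined area of each cell; some results filed as inactive read as strong as hits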
Autophagy HCS – alters autophagy in cells; 0.98% of 190,000 active; calls only at 10 µM (by protocol); MEF GFP-LC3 puncta imaging; test concentration mostly 10 µM; AID 463193;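 active means percentage of spot-positive cells more than 3 SD above its plate mean, without a fluorescence outlier flag or 80% toxicity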;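 further: spot-positive cell cutoff set from DMSO-treated cells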
ER stress rescue – rescue of cells from ER stress-induced death, primary screen, 384-well, CSM14.1, thapsigargin, ATP luminescence (AID 1222) | CSM14.1 thapsigargin-induced death rescue, ATP luminescence; higher % means a stronger effect | one-dose cellular ATP content (survival), % at 20 µM; EC50 in µM for titrated hits | 190,000 tested, under 10 active;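 active means EC50 below 50 µM in the dose-response confirmation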;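 further: death triggered by thapsigargin at about 15 µM added after 2 h compound pretreatment; cell ATP read after overnight thapsigargin exposure of roughly 18 to 22 hours; normalized against plate controls of thapsigargin alone and 5% DMSO vehicle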
Dynein transport cytoplasmic EGFP – recorded beside Dynein transport, whose call it bears; z-score; measured here: cytoplasmic GR-EGFP intensity; active compounds read high
Dynein transport nuclear GR-EGFP – recorded beside Dynein transport, whose call it bears; z-score; measured here: nuclear GR-EGFP intensity;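 lower value marks the stronger effect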
Dynein transport cell count – also measured in Dynein transport; calls as there; z-score; measured here: cell count per field
Ins promoter up cell count – recorded beside Ins promoter up, whose call it bears; cell count; measured here: cytotoxicity, nuclei count;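 total cells summed across four imaged fields per well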
Lipid droplet cells 6.5 µM – recorded beside Lipid droplet, whose call it bears; cell count; measured here: cell count, cytotoxicity flag;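 cells counted across two imaged fields per well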
MT stabilizer Hoechst-high % – also measured in MT stabilizer; calls as there; % Hoechst-high responders; measured here: nuclear condensation Hoechst responders;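 share of cells brighter than vehicle mean plus two SD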
MT stabilizer cytotoxicity % – further read-out of MT stabilizer, marked with its call; toxicity, %; measured here: cytotoxicity by cell density;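 0% = mean cell density of plate MIN control wells and 100% = no cells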
Autophagy HCS cell loss 18 h – second read-out of Autophagy HCS, no call of its own (marks repeat the call); toxicity, %; measured here: cell loss, nuclei count;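 cell loss after 18 h compound exposure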
Starred values were filed as active, the others as inactive; i = inactive; x = no result given.

Second line of a record – Ins promoter up	Ins promoter up cell count	P. falciparum M17LAP	Lipid droplet	Lipid droplet cells 6.5 µM	Yfh1-depleted yeast	Dynein transport	Dynein transport cytoplasmic EGFP	Dynein transport nuclear GR-EGFP	Dynein transport cell count	M1AAP inhibition	MT stabilizer	MT stabilizer Hoechst-high %	MT stabilizer cytotoxicity %	Autophagy HCS	Autophagy HCS cell loss 18 h	ER stress rescue
COc1ccc(-c2nnc3ccc(SCC(N)=O)nn23)cc1OC
  0.16	987	2%	1	803	i	-0.17	-0.069	0.21	-0.4	-2%	5.9	3.3	2.0	i	-6	-1.1%
Cc1nnc(-c2cnn(-c3ccccc3)c2N)n1Cc1cccc(C(F)(F)F)c1
  x	x	10%	x	x	i	-1	-0.21	-0.89	2	-2%	1.4	1.9	12	i	1	4.2%
COC(=O)c1ccccc1SC1CC(=O)N(c2ccccc2)C1=O (centres undefined)
  0.43	1246	-6%	-5	755	i	3.1	-0.21	1.2	-1.4	13%	5.3	3.0	16	i	3	-5.5%
Cc1ccc(C(=O)NCC(=O)Nc2ccc(C)c(S(=O)(=O)Nc3ccc(Cl)cc3)c2)s1
  0.63	1552	9%	x	x	i	-0.71	-0.2	-0.11	-0.027	8%	3.4	1.3	7.2	i	-19	0.6%
Cc1ccc(-n2c(-c3ccco3)n[nH]c2=S)cc1
  -0.58	1596	-3%	-20	570	i	1.8	-0.042	1.6	-1.5	0%	2.6	0.9	15	i	-5	0.1%
COc1ccc2c(c1)-c1c(ssc1=S)C(C)(C)N2S(=O)(=O)c1ccc(C)cc1
  -0.12	1325	-1%	51*	551*	i	0.91	-0.24	0.57	-0.78	2%	11	32	39	i	52	-2.4%
COC(=O)C1CCN(C(=O)c2cc(OC)c(OC)c(OC)c2)CC1
  0.95	1220	0%	x	x	i	1.7	-0.087	0.79	-0.64	-1%	3.6	2.4	11	i	6	-2.5%
CCc1ccc(-c2cc(-c3n[nH]c(=S)n3CC)c3ccccc3n2)cc1
  -0.43	1252	3%	-4	699	i	1.2	-0.32	0.22	-0.41	5%	2.3	4.0	13	i	-3	-0.2%
COc1cc(/C=N/Nc2ccc(S(N)(=O)=O)cc2[N+](=O)[O-])cc(OC)c1O
  -0.82	1040	-3%	19	727	i	1.2	-0.23	0.42	-1.1	1%	x	x	x	x	x	x
O=Cc1cn(CC(=O)Nc2ccc(F)cc2)c2ccccc12
  -0.04	1132	10%	-3	737	i	0.85	-0.09	0.74	-1.8	-3%	1.7	2.5	11	i	-1	-1.3%
CCOCCCNC(=O)c1cccs1
  -0.66	920	7%	-5	777	i	-0.73	-0.13	-0.34	0.84	-1%	2.9	3.2	1.1	i	-13	0.9%
N#CC1=C(N)Oc2ccc3ccc(O)cc3c2C1c1ccsc1 (centres undefined)
  -0.45	1341	-4%	6	624	i	2.3	0.067	1.6	-1.3	3%	19	1.5	0.2	i	3	6.6%
CCCCCn1c(SCc2cccc(C)c2)nc2c1c(=O)[nH]c(=O)n2C
  0.27	779	2%	2	691	i	-0.47	-0.81	0.064	0.009	1%	x	x	x	x	x	x
CN(C)S(=O)(=O)c1ccc(NC(=O)CN2CCOCC2)cc1
  -0.26	1021	x	0	666	i	-0.81	-0.72	-0.65	-0.016	x	x	x	x	x	x	x
CCOC(=O)C1(C)/C(=N/Nc2ccccc2)C(=O)C(=O)N1c1ccccc1 (centres undefined)
  -0.28	970	21%	-5	728	i	1.4	-0.034	1.3	-1.7	8%	0.9	1.2	2.2	i	-3	0.6%
COc1ccc(C)cc1-n1c(-c2ccncc2)n[nH]c1=S
  x	x	-6%	6	696	i	-0.29	-0.26	-0.79	0.12	-7%	3.8	2.5	6.8	i	-10	-1.4%
CC(=O)c1ccc2noc(-c3ccc(C)cc3)c2c1
  -0.19	1155	12%	7	688	i	-1.8	-0.13	-0.72	0.56	11%	0.9	3.2	9.3	i	0	0.0%
CCCCN=C1NN=C(c2ccc(C)c(C)c2)CS1
  0.51	1101	0%	9	689	i	-0.63	-0.35	-0.41	1	2%	2.8	0.7	1.4	i	-2	-1.3%
CCCCOc1ccc(NC(=O)CSc2cccc3cccnc23)cc1
  x	x	-18%	31	694	i	0.52	0.56	0.73	-1.8	11%	2.3	1.9	3.0	i	0	-1.7%
COc1ccc(C(=O)Nc2cccc(OC(=O)c3ccc(C)c(C)c3)c2)cc1
  0.4	1527	6%	x	x	x	0.72	-0.13	1.1	-0.72	10%	22*	13*	22*	i	-14	-1.7%
CC1CCN(C(=S)NC(=O)c2cccs2)CC1
  0.17	1158	25%	-1	695	i	-0.27	-0.33	-0.18	1.4	12%	2.1	1.4	6.5	i	14	-2.3%
O=C(Nc1cccc(C(F)(F)F)c1)Nc1ccc(N2CCCC2)c(S(=O)(=O)Nc2ccccc2Cl)c1
  x	x	-13%	-7	513	i	0.45	-0.23	0.11	-0.54	11%	9.6	4.7	5.3	i	-2	-0.5%
NC(=O)C1CCN(C(=O)c2ccco2)CC1
  x	x	8%	-6	764	i	0.18	-0.16	-0.12	0.72	10%	2.6	1.2	5.9	i	-2	-2.3%
O=C1NC2(CCCCC2)C(=O)N1CCS(=O)(=O)Oc1ccc(Br)cc1
  -0.33	1254	-5%	-1	692	i	-0.013	-0.35	-0.16	0.18	1%	3.1	1.4	8.5	i	8	-0.6%
Cc1ccc(C(=O)NC(=S)Nc2cccc(NC(=O)c3ccccc3)c2)cc1[N+](=O)[O-]
  -0.34	1185	18%	23	674	i	0.39	-0.25	0.24	0.39	6%	2.9	1.3	7.7	i	-7	-1.9%
O=C(O)c1cc(-c2ccc(/C=N/N3C(=O)C4C5C=CC(C6CC56)C4C3=O)o2)ccc1Cl (centres undefined)
  -0.61	1550	44%	2	665	i	1.9	-0.088	1.2	-0.74	91µM*	4.5	1.7	4.6	i	18	-0.7%
Cc1ccc(C)c(Cn2c(=O)c3c(nc4n3CCN4Cc3ccco3)n(C)c2=O)c1
  1.5	1620	4%	x	x	i	-0.73	-0.13	-0.47	0.55	12%	2.0	2.2	5.4	i	-11	-2.2%
CN(C)c1nc(NC(C)(C)C)nc(SCC(=O)Nc2ccccc2)n1
  -0.07	1189	16%	32	699	i	-0.65	-0.12	-0.38	-0.094	0%	3.6	2.2	13	i	18	3.0%
c1coc(CNc2ncnc3ccccc23)c1
  -0.84	1232	4%	x	x	i	-0.0028	-0.28	0.052	0.61	15%	3.0	1.2	1.4	i	2	0.7%
COc1ccc(S(=O)(=O)N(CC(=O)O)c2ccccn2)cc1
  x	x	7%	5	829	x	1.5	-0.13	1.3	-0.76	-16%	1.7	2.5	8.1	i	-8	-3.0%

Looked up above:
In Dynein transport cell count, `c1coc(CNc2ncnc3ccccc23)c1` shows 0.61
In ER stress rescue, `COC(=O)C1CCN(C(=O)c2cc(OC)c(OC)c(OC)c2)CC1` shows -2.5%

More structures
Second line of a record – Ins promoter up	Ins promoter up cell count	P. falciparum M17LAP	Lipid droplet	Lipid droplet cells 6.5 µM	Yfh1-depleted yeast	Dynein transport	Dynein transport cytoplasmic EGFP	Dynein transport nuclear GR-EGFP	Dynein transport cell count	M1AAP inhibition	MT stabilizer	MT stabilizer Hoechst-high %	MT stabilizer cytotoxicity %	Autophagy HCS	Autophagy HCS cell loss 18 h	ER stress rescue
O=C(O)c1ccc(/C=N/NC(=S)NC2CCCCC2)cc1
  0.24	1183	9%	-10	692	i	0.15	-0.31	-0.42	-0.29	12%	2.9	2.0	2.1	i	-7	1.2%
COc1cccc(CN2CCN(C(=O)c3cc(-c4ccccn4)nc4ccc(Cl)cc34)CC2)c1
  -0.56	1487	6%	x	x	i	-0.2	-0.27	0.48	0.49	9%	2.7	2.1	4.8	i	14	-1.6%
Cn1c(=O)c2cc(S(=O)(=O)NC(C(=O)Nc3cccnc3)c3ccccc3)ccc2n(C)c1=O (centres undefined)
  -0.16	839	10%	x	x	i	-0.4	-0.15	-0.2	0.38	5%	7.0	2.4	8.3	i	3	-0.1%
CCCC(=O)Nc1nc2ccc(NC(=O)c3c(F)c(F)c(OC)c(F)c3F)cc2s1
  -1.4	987	7%	-16	541	i	0.2	0.024	0.86	-0.6	3%	12*	44*	36*	i	25	0.5%

From PubChem
